tuberculosis growth: growth inhibition of non-replicating M. tuberculosis (AID 488890); Mycobacterium tuberculosis non-replicating, growth inhibition; higher % means a stronger effect; inhibition, % at 25 µM, or IC50 in µM where a hit was titrated; actives 0.39% (n = 320,000); in the data active = a potency from the dose series; inconclusive = inhibition mostly from about 82% at the one dose, without a potency; inactive = the rest, 99 in 100 with inhibition below about 76%;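 also: plate controls were DMSO cells for no effect and high antibiotic wells for full effect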
M. tuberculosis HTS: M. tuberculosis growth inhibition, HTS (AID 449762). M. tuberculosis H37Rv growth inhibition, 7H9 media; higher % means a stronger effect. inhibition, % at 25 µM; hits with a dose series show IC50 in µM. actives 0.59% (n = 330,000); in the data active = a potency from the dose series; inconclusive = inhibition above about 70% without an active follow-up result;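 also: bacterial growth assessed after seven days of incubation; strong numbers were not always called active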
Salmonella PhoP GFP: PhoP regulon inhibitors, Salmonella typhi PhoP promoter GFP reporter, confirmatory (AID 1850) | inhibition, % at 50 µM; hits with a dose series show IC50 in µM | Salmonella Typhi PhoP-promoter GFP reporter, fluorescence, 4 h; higher % means a stronger effect | actives 0.33% (n = 310,000); in the data active = a potency from the dose series; inconclusive = inhibition mostly from about 25% at the one dose, without a potency; inactive = the rest, 99 in 100 with inhibition below about 19%;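 also: 0% = induced wells with vehicle and 100% = uninduced wells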
H1N1 NS1A inhibition: H1N1 influenza NS1A inhibitors, functional cell based assay (AID 504329); NS1A functional cell-based assay, percent inhibition; higher % means a stronger effect; inhibition, % at 12.5 µM; hits with a dose series show IC50 in µM; actives 0.3% (n = 340,000); in the data active = a potency from the dose series; inconclusive = inhibition above about 27% without an active follow-up result; also: strong numbers were not always called active
VEEV TC-83 Vero: inhibitors of VEEV TC-83 cytopathic effect, confirmation, Vero cells (AID 588727); Vero cells, VEEV TC-83 cytopathic effect inhibition; higher % means a stronger effect; actives 0.13% (n = 350,000); one-dose inhibition, % at 20 µM; IC50 in µM for titrated hits; in the data active = a potency from the dose series; inconclusive = inhibition mostly from about 14% at the one dose, without a potency; inactive = the rest, 99 in 100 with inhibition below about 12%; also: strong numbers were not always called active
VEEV TC-83 Vero 10K pilot screen: recorded beside VEEV TC-83 Vero, whose call it bears; inhibition, %; measured here: 10K pilot screen inhibition
* = called active by the depositor; i = inactive; ? = inconclusive; nt = not tested or not shown. Rows are unselected; 1.6% or so of the library scored in one or more.

SMILES	tuberculosis growth	M. tuberculosis HTS	Salmonella PhoP GFP	H1N1 NS1A inhibition	VEEV TC-83 Vero	others
O=[N+]([O-])c1cccc(CN2CCN(Cc3ccco3)CC2)c1	-13%	4%	7%	-7%	0.7%
CCCCNc1nc2cccnc2s1	6%	2%	8%	-11%	0.9%
Cc1cc(NC(=O)/C=C/c2ccc(Cl)cc2)no1	14%	5%	-3%	-11%	1.8%
CC1=C(/C=C/C(C)=C/C=C/C(C)=C/C=C/C=C(C)/C=C/C=C(C)/C=C/C2=C(C)CCCC2(C)C)C(C)(C)CCC1	13%	-4%	-9%	nt	nt
Cc1cc2c(cc1S(=O)(=O)N1CCN(c3cccc(C)c3C)CC1)OCCN2C	2%	-12%	-6%	10%	i
CCc1cccc2c(C(=O)CSc3nncn3C)c[nH]c12	-9%	5%	8%	-4%	1.3%
CCN1C(=O)/C(=C\N2CCN(C(=O)c3ccco3)CC2)SC1=S	-12%	7%	8%	2%	i
O=C(NCCCN1CCN(Cc2ccccc2)CC1)C1CCN(c2nnc(-n3cccc3)s2)CC1	-7%	-2%	7%	5%	i	VEEV TC-83 Vero 10K pilot screen=0.4
COc1cccc2c(=O)n(CC(=O)NC3CCCCC3)ccc12	nt	0%	nt	-3%	0.7%
CCS(=O)(=O)n1c(Cc2cccs2)nc2ccccc21	-4%	1%	13%	14%	0.2%
CNC[C@H]1Oc2c(NS(=O)(=O)c3ccc(OC)cc3)cccc2C(=O)N([C@H](C)CO)C[C@@H]1C	-5%	-2%	nt	-10%	i
CCCSc1nnc(NC(=O)c2sc3nc(-c4cccs4)ccc3c2N)s1	34%	6%	0%	15%	2.5%
Cc1cc(C)c2[nH]c(=O)c(CN(Cc3cccs3)C(=S)NCC3CCCO3)cc2c1 (stereo unspecified)	-1%	4%	-3%	6%	13%
Cc1ncc([N+](=O)[O-])n1S(=O)(=O)c1cc(Cl)ccc1Cl	-4%	1%	4%	-4%	1.5%
CCOc1ccc(CCNC(=O)c2cccnc2N2CCCC2)cc1OCC	1%	-12%	-2%	0%	i
Cc1ccc(NC(=O)C(c2ccccc2)N2CCN(CC(=O)N3CCOCC3)CC2)cc1 (stereo unspecified)	7%	5%	nt	-2%	i
O=C(Nc1ccc(Br)cc1)c1cc(-c2cccs2)on1	40%	2%	9%	3%	0.1%
O=C(CSc1nnc(-c2cccnc2)n1Cc1ccco1)N1CCc2ccccc21	-9%	-6%	-13%	-13%	0.8%
O=C(COC(=O)c1c[nH]c(=O)[nH]c1=O)NCc1ccccc1	0%	5%	7%	-25%	1.3%
Cc1[nH]c2ccccc2c1C(=O)CSc1ccccn1	11%	-1%	-14%	1%	1.6%
O=C(COC(=O)Cc1ccccc1F)Nc1cccc(S(=O)(=O)NC2=NCCCCC2)c1	13%	-11%	-6%	-14%	0.2%
COc1ccc(S(=O)(=O)Nc2ccc3c(c2)C(=O)N([C@H](C)CO)C[C@H](C)[C@@H](CN(C)C(=O)Nc2ccc4c(c2)OCO4)O3)cc1	28%	2%	nt	0%	i	VEEV TC-83 Vero 10K pilot screen=1.7
CCN(CC)C(=O)C1CCCN(c2ncnc3c2cnn3-c2ccc(Cl)cc2)C1 (stereo unspecified)	nt	?	0%	6%	6.7%
Cc1sc2ncnc(SCC(=O)NCC3CCCO3)c2c1C (stereo unspecified)	?	4%	nt	-17%	0.1%
c1cncc(-c2nn3c(Cn4cnc5ccccc54)nnc3s2)c1	58%	2%	-11%	0%	1.1%
Cc1cc(N(CCCl)CCCl)ccc1C=NNC(=O)c1cccnc1	nt	nt	nt	-5%	0.7%
O=C(CCC(=O)N1CCCCCC1)NCc1ccc(F)cc1	22%	-1%	-5%	-2%	i
CCC1CCCCN1C(=O)CSc1nnc(-c2cccs2)o1 (stereo unspecified)	38%	1%	3%	-8%	0.7%
COC(c1ccccc1)c1nnc(CCC(=O)NCc2cccc(-n3cccn3)c2)o1 (stereo unspecified)	-25%	3%	9%	9%	i
C=C1N(c2cccc(Cl)c2)C(=O)OC1(C)C	-18%	-9%	-3%	-7%	2.1%

2 records picked at random from the list so far:
SMILES	tuberculosis growth	M. tuberculosis HTS	Salmonella PhoP GFP	H1N1 NS1A inhibition	VEEV TC-83 Vero	others
Cc1[nH]c2ccccc2c1C(=O)CSc1ccccn1	11%	-1%	-14%	1%	1.6%
O=C(CCC(=O)N1CCCCCC1)NCc1ccc(F)cc1	22%	-1%	-5%	-2%	i

(next part)
SMILES	tuberculosis growth	M. tuberculosis HTS	Salmonella PhoP GFP	H1N1 NS1A inhibition	VEEV TC-83 Vero	others
Cc1ccsc1/C=N/N1CCN(Cc2ccccc2)CC1	-1%	-3%	5%	10%	1.6%
O=C(CN1CCc2cc3c(cc2C1)OCCCO3)Nc1c(F)cccc1F	-5%	-1%	4%	4%	i
CCCc1c(O)c2ccccc2[nH]c1=O	-4%	3%	0%	-22%	1.3%
Cn1c(Cn2nnc3ccccc32)nnc1SCC(N)=O	8%	14%	7%	9%	i
Cc1cc(C(=O)CSc2nnc(N)s2)c(C)n1CCc1ccc(F)cc1	0%	1%	6%	8%	5.5%
C=CCn1c(SCCC(=O)O)nnc1-c1cccs1	-7%	-1%	0%	-3%	1.1%
Cc1cc(OC(=O)c2c(C)cc(OC(=O)c3c(C)cc(O)cc3O)cc2O)cc(O)c1C(=O)O	4%	18%	10%	2%	0.5%
COc1cc(/C=N/NC(=O)Cn2cnc3c2c(=O)n(C)c(=O)n3C)ccc1O	0%	7%	0%	-16%	0.4%
CC1(C)NC(=O)N(c2ccc([N+](=O)[O-])c(C(F)(F)F)c2)C1=O	1%	6%	-19%	1%	0.1%
Cc1ccc(OCC(=O)NCCCNC(=O)c2cnccn2)cc1C	-17%	12%	-27%	4%	2.4%
Cc1noc(-c2ccc(C(F)(F)F)cc2)c1NC(=O)Nc1ccc(Cl)cc1	-3%	-6%	-2%	nt	i
CC(=O)C1C(=O)CC(c2ccc(Cl)cc2)CC1=O (stereo unspecified)	39%	-3%	3%	-21%	2.7%
Cc1ccc(NC(=O)COC(=O)c2cc(=O)c3cc(F)ccc3o2)cc1	nt	nt	nt	0%	0.7%
CC(=O)NC(CCS(C)(=O)=O)C(=O)Nc1cc(C)ccc1C (stereo unspecified)	-29%	-7%	-7%	20%	i
O=S(=O)(Nc1ccc(-n2cnnn2)cc1)c1cccs1	4%	-4%	nt	-3%	1.4%
Cc1cc(C)c2nc(SCC(=O)NCCN3C(=O)CSC3=O)cc(C)c2c1	11%	6%	0%	3%	0.9%
CC(C)N(C(=O)COC(=O)[C@H](C)NC(=O)c1ccco1)c1ccccc1	-8%	-2%	-6%	2%	i
Cc1cccc(-n2c(N)cc(=O)nc2SCC(=O)Nc2cc(C)on2)c1	-18%	-7%	-4%	3%	3.8%
CCOC(=O)C(Sc1cc(-c2ccccc2)nc2ncnn12)C(C)=O (stereo unspecified)	57%	64%	0%	-3%	0.7%
CCOC(=O)c1ccc(NC(=O)CCNS(=O)(=O)c2ccc3c(c2)oc(=O)n3C)cc1	6%	-9%	1%	5%	0.4%
CN(Cc1ccc(OC(F)F)cc1)C(=O)c1ccccc1Sc1ccccc1C#N	2%	-15%	-10%	-2%	5.6%
O=C(Nc1c2c(nc3ccccc13)CCCC2)c1ccccc1Cl	1%	1%	-7%	7%	i
O=C(COC(=O)c1ccc(-c2ccccc2)cc1)Nc1ccccc1-c1ccccc1	16%	-2%	-13%	3%	i
CS(=O)(=O)c1ccc2nc(NC(=O)c3ccc(S(=O)(=O)NCC4CCCO4)cc3)sc2c1 (stereo unspecified)	-3%	-4%	-4%	10%	0.8%
COc1cc(NC(=O)CSCc2ccccc2)c(C(=O)O)cc1OC	12%	-3%	-6%	-2%	i
C=CCn1c(SCC(=O)NC(=O)NCC(C)C)nnc1C1CCCCC1	19%	-1%	-6%	13%	1.4%
O=C(O)c1cccc(N2C(=O)c3ccc4c5c(ccc(c35)C2=O)C(=O)N(c2cccc(C(=O)O)c2)C4=O)c1	6%	-1%	1%	-3%	0.6%
CCOc1cc(OCC)cc(C(=O)O)c1	5%	4%	-3%	-3%	1.5%
CCCCCOc1ccc2oc(=O)c3c(c2c1)CCCN3C(=O)CN1CCCC(C(=O)OCC)C1 (stereo unspecified)	32%	4%	-3%	-8%	4.8%
CCN(CC)c1ccc(/C=c2\sc3nc4ccccc4n3c2=O)c(O)c1	nt	nt	nt	-32%	9.8%
NC1=NC(=O)C(Cc2ccc(F)cc2)S1 (stereo unspecified)	-14%	-4%	2%	20%	1.1%
COc1cc(C)c(C(C)C)cc1S(=O)(=O)n1ccnc1	-11%	13%	-8%	7%	0.4%
CCCN1CCC(NC(=O)Nc2cc(Cl)ccc2OC)CC1	-5%	-2%	-2%	4%	0.4%
CC1CCN(c2ccc(NC(=O)c3ccccc3[N+](=O)[O-])cc2)CC1	10%	21%	5%	nt	0.7%

Entries listed so far that contain a halogen, in the order listed:
SMILES	tuberculosis growth	M. tuberculosis HTS	Salmonella PhoP GFP	H1N1 NS1A inhibition	VEEV TC-83 Vero	others
Cc1cc(NC(=O)/C=C/c2ccc(Cl)cc2)no1	14%	5%	-3%	-11%	1.8%
Cc1ncc([N+](=O)[O-])n1S(=O)(=O)c1cc(Cl)ccc1Cl	-4%	1%	4%	-4%	1.5%
O=C(Nc1ccc(Br)cc1)c1cc(-c2cccs2)on1	40%	2%	9%	3%	0.1%
O=C(COC(=O)Cc1ccccc1F)Nc1cccc(S(=O)(=O)NC2=NCCCCC2)c1	13%	-11%	-6%	-14%	0.2%
CCN(CC)C(=O)C1CCCN(c2ncnc3c2cnn3-c2ccc(Cl)cc2)C1 (stereo unspecified)	nt	?	0%	6%	6.7%
Cc1cc(N(CCCl)CCCl)ccc1C=NNC(=O)c1cccnc1	nt	nt	nt	-5%	0.7%
O=C(CCC(=O)N1CCCCCC1)NCc1ccc(F)cc1	22%	-1%	-5%	-2%	i
C=C1N(c2cccc(Cl)c2)C(=O)OC1(C)C	-18%	-9%	-3%	-7%	2.1%
O=C(CN1CCc2cc3c(cc2C1)OCCCO3)Nc1c(F)cccc1F	-5%	-1%	4%	4%	i
Cc1cc(C(=O)CSc2nnc(N)s2)c(C)n1CCc1ccc(F)cc1	0%	1%	6%	8%	5.5%
CC1(C)NC(=O)N(c2ccc([N+](=O)[O-])c(C(F)(F)F)c2)C1=O	1%	6%	-19%	1%	0.1%
Cc1noc(-c2ccc(C(F)(F)F)cc2)c1NC(=O)Nc1ccc(Cl)cc1	-3%	-6%	-2%	nt	i
CC(=O)C1C(=O)CC(c2ccc(Cl)cc2)CC1=O (stereo unspecified)	39%	-3%	3%	-21%	2.7%
Cc1ccc(NC(=O)COC(=O)c2cc(=O)c3cc(F)ccc3o2)cc1	nt	nt	nt	0%	0.7%
CN(Cc1ccc(OC(F)F)cc1)C(=O)c1ccccc1Sc1ccccc1C#N	2%	-15%	-10%	-2%	5.6%
O=C(Nc1c2c(nc3ccccc13)CCCC2)c1ccccc1Cl	1%	1%	-7%	7%	i
NC1=NC(=O)C(Cc2ccc(F)cc2)S1 (stereo unspecified)	-14%	-4%	2%	20%	1.1%
CCCN1CCC(NC(=O)Nc2cc(Cl)ccc2OC)CC1	-5%	-2%	-2%	4%	0.4%
